# Dicer inh: human Dicer pre-microRNA cleavage inhibition. cat-ELCCA pre-miR-21 Dicer processing, chemiluminescence; hits give high values. hit rate 6% among 47,000. Q9UPY3. AID 1347074. z-score at 25 µM; in the data active means z-score above about 3, passing the limit was not always enough;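 further: plate controls were vehicle for no effect and no enzyme for full effect; higher signal means more uncleaved substrate so more Dicer inhibition; strong numbers were not always called active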
# Target sequence (Q9UPY3 whole entry, looked up): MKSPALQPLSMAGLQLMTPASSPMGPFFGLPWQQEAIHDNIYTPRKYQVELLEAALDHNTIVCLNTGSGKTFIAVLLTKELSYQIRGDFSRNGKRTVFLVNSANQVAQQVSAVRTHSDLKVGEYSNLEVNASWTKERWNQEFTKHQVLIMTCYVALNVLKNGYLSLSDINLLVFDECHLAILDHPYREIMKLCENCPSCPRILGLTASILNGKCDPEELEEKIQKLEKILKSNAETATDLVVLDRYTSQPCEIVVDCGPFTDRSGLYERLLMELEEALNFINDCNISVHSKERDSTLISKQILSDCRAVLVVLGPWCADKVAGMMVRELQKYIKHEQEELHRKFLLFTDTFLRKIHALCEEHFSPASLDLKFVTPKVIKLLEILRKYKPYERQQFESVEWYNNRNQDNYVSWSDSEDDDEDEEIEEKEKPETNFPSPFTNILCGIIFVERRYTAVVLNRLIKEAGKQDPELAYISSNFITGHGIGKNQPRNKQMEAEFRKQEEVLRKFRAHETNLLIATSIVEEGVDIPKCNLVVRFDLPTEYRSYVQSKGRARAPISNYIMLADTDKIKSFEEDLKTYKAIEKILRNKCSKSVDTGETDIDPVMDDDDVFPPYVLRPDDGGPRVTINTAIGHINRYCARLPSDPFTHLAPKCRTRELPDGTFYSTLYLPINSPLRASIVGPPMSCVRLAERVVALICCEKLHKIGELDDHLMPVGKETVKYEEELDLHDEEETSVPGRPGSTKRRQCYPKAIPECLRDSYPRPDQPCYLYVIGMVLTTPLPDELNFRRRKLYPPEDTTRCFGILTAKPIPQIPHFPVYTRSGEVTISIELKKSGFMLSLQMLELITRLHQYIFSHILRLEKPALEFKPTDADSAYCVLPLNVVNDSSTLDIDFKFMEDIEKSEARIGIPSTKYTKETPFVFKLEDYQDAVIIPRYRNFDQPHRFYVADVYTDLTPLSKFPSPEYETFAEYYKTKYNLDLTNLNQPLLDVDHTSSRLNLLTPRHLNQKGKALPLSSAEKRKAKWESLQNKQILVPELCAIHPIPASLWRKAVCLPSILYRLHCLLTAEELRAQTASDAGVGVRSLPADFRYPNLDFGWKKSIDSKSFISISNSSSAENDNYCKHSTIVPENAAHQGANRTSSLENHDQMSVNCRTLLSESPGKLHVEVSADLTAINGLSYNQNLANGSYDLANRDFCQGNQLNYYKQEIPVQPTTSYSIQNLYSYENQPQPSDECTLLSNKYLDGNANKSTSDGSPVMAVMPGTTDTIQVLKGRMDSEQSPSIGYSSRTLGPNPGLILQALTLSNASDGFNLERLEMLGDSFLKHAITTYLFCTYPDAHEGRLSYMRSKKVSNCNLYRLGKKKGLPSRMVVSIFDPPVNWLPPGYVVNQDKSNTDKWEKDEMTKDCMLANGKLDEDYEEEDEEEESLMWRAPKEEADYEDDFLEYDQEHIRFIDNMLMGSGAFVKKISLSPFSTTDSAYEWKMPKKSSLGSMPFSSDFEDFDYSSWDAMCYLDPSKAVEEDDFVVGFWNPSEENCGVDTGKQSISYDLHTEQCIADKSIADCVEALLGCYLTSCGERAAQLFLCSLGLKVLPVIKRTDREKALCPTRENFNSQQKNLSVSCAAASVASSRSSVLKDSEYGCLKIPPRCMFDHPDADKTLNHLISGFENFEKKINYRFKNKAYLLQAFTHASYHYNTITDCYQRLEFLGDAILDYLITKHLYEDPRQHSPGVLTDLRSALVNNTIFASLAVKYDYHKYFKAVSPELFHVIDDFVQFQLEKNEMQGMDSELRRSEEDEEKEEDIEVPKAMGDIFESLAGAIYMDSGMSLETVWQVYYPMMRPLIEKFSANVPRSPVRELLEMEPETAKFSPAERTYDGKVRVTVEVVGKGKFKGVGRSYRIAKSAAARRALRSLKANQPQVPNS
# The depositor's hits bear a star. An excerpt; the hit share may differ from the screen's.
SMILES,Dicer inh
CC1(C)N=C(N)N=C(N)N1c1ccccc1C(F)(F)F,1.59
Cc1c(C)c(C)c(CSC(=S)N(C)C)c(C)c1C,2.93
Fc1ccc(C2=CSC3=NCCCN23)cc1F,-0.97
COCCOC(=O)C1=C(C)NC2=C(C(=O)CC(C)(C)C2)C1c1ccccc1OCc1ccccc1 (stereo not drawn),-0.85
CCN(Cc1cc(OC)cc(OC)c1)C(=O)c1c(C(F)(F)F)ccnc1OC,-0.33
Cn1cc(Br)c(-c2cccc(NC(=O)c3ccccc3Cl)c2)n1,-0.71
Cc1ccc(-c2nnc(SCC#CCOC(=O)c3ccco3)o2)cc1,0.84
O=C(O)C1CCc2sc3[nH]c(=S)n(-c4ccccc4)c(=O)c3c21 (stereo not drawn),1.48
Cc1cc(C)n(/N=c2\sc(-c3ccccc3)cn2C2CCCCC2)c(=O)c1C#N,-0.82
CCCOc1ccccc1C1C(C(=O)OC(C)C)=C(C)NC2=C1C(=O)CC(C)(C)C2 (stereo not drawn),-0.55
O=C(Nc1ccccc1)c1nc(-c2ccccc2)n(-c2ccccc2)n1,0.27
CC1=CC(C)(C)N(C(=O)CN2C(=O)CCC2=O)c2ccccc21,0.08
N#C/C(=C\c1ccc(Oc2ccccc2)nc1)S(=O)(=O)c1ccccc1,0.37
COc1ccc(Cc2nc3c4c5c(sc4ncn3n2)CCCC5)cc1OC,0.1
CCn1c(SCC(=O)c2c(C)[nH]c3ccccc23)nnc1-c1cccs1,0.56
CCOC(=O)c1c(NC(=O)C2(S(=O)(=O)c3ccccc3)CC2)sc(C)c1C,1.55
COC(=O)c1ccc(S(=O)(=O)NCc2ccco2)o1,-0.52
CNCCC=C1c2ccccc2CCc2ccccc21,0
CCOc1nc(-c2ccc(OC)cc2)ccc1-c1noc(CC)n1,1.24
COc1ccc(O)c(C2=Nc3ccccc3N=C(c3ccco3)C2)c1,2.39
Cc1cccc(Cl)c1NC(=S)N1CCCC1,-1.47
NC(=O)c1ccc2c(c1)C1C=CCC1C(c1ccc(Cl)cc1)N2 (stereo not drawn),-0.06
CCOc1ccc(/C(O)=C2\C(=O)C(=O)N(c3nccs3)C2c2cccc(Br)c2)cc1 (stereo not drawn),1.81
CCOc1cc(-c2ccc3c(c2)OCO3)cc(=O)c2c(C)oc(C)c12,0.07
c1ccc2c(c1)NC(c1ccc3ccccc3n1)n1cccc1-2 (stereo not drawn),-0.08
O=[N+]([O-])c1cc(Br)cnc1Sc1n[nH]c(-c2cccs2)n1,-0.81
COc1ccc(-n2ncc(NC(=O)N3CCN(c4ccc(C(F)(F)F)cn4)CC3)c2C)cc1,0.25
CCc1nc2nc3c(cn2n1)C(=O)CC(c1ccc(C(C)C)cc1)C3 (stereo not drawn),0.92
Cc1ccc(N2C(=O)SC(Nc3ccccc3C(=O)O)C2=O)cc1C (stereo not drawn),0.26
CCOC(=O)C1CCN(S(=O)(=O)c2sc3ccc(Cl)cc3c2C)CC1,-0.13
CCCNC(=O)Nc1cc(S(=O)(=O)CC)ccc1O,1.83
Cc1ccc(C(=O)Nc2cnc3c(C)cccn3c2=O)cc1,3.07
COCCOC(=O)c1c(C)oc2ccc(OC(=O)c3cc4ccccc4o3)cc12,0.35
Cc1ccc(OCCSc2nc(N)cc(N)n2)c(C(C)C)c1,4.87*
COc1ccc(OC)c(CN2CCN(S(=O)(=O)c3ccc(Cl)cc3)CC2)c1,3.07*
Cc1nn(-c2ccccc2)c(C)c1C(=O)NNC(=O)C(F)(F)F,0.27
O=C1C(=O)N(CCCN2CCOCC2)C(c2cccs2)/C1=C(\O)c1ccc(Cl)cc1 (stereo not drawn),1.61
CCOC(=O)C(C)Oc1ccc2c(=O)c(Oc3cccc(C)c3)coc2c1 (stereo not drawn),-0.43
Cc1occ(-c2cc(F)ccc2Cl)c1C(=O)NC1Cc2ccccc2C1,-0.51
Cc1ccc(S(=O)(=O)N/N=C/C(=O)O)cc1,-1.01
COC(=O)C1=C(C(=O)OC)SC(=C2C(=S)C(C)(C)Nc3ccc(C)cc32)S1,-0.39
CC1=CC(C)(C)N=C(SCC(=O)C(C)(C)C)N1c1cccc(Cl)c1,-0.64
COc1ccc(Cl)cc1NC(=O)Nc1nnc(C2CC2)s1,-0.31
CCOC(=O)c1sc2c(c1O)c(=O)n(-c1ccccc1)c(=S)n2-c1ccccc1,-0.09
CCOC(=O)c1nn(-c2ccccc2)c2nc(Nc3ccc(C)cc3)cc(=O)n12,-2.73

# Of the compounds above, 3 contain bromine:
SMILES,Dicer inh
Cn1cc(Br)c(-c2cccc(NC(=O)c3ccccc3Cl)c2)n1,-0.71
CCOc1ccc(/C(O)=C2\C(=O)C(=O)N(c3nccs3)C2c2cccc(Br)c2)cc1 (stereo not drawn),1.81
O=[N+]([O-])c1cc(Br)cnc1Sc1n[nH]c(-c2cccs2)n1,-0.81

# Part of the list above in order of SMILES length, low to high:
SMILES,Dicer inh
CCCNC(=O)Nc1cc(S(=O)(=O)CC)ccc1O,1.83
COc1ccc(Cl)cc1NC(=O)Nc1nnc(C2CC2)s1,-0.31
Cc1occ(-c2cc(F)ccc2Cl)c1C(=O)NC1Cc2ccccc2C1,-0.51
COc1ccc(OC)c(CN2CCN(S(=O)(=O)c3ccc(Cl)cc3)CC2)c1,3.07*
COC(=O)C1=C(C(=O)OC)SC(=C2C(=S)C(C)(C)Nc3ccc(C)cc32)S1,-0.39

# Other compounds:
SMILES,Dicer inh
O=C(Oc1ccc2c(=O)c(Oc3ccccc3Br)coc2c1)c1ccco1,1.73
Cc1ccc(CSc2nccc(=O)[nH]2)cc1,-1.09
COCCCNC(=O)C(=O)NCc1ccco1,-1.23
O=C(N/N=C/c1ccc(Cl)cc1)Nc1cc(C(F)(F)F)cc(C(F)(F)F)c1,0.21
COC(=O)C1=C(C(=O)OC)SC(=C2C(=S)C(C)(C)N(C(C)=O)c3ccc(C)cc32)S1,1.55
CC(=O)OCc1ccccc1S(=O)(=O)c1ccccc1COC(C)=O,1.39
CCOC(=O)Nc1nc2ccc(OC)cc2s1,5.73
CCSc1nc2c(c(=O)n1C1CCOC(C)(C)C1)C1(CCCC1)Cc1ccccc1-2 (stereo not drawn),1.52
CC(=O)OC[C@H]1O[C@@H](Oc2ccccc2)[C@H](OC(C)=O)[C@@H](OC(C)=O)[C@H]1OC(C)=O,0.74
CCOc1ccc(Nc2ncnc3c2ncn3-c2ccc(OCC)cc2)cc1,-1.9
Cn1c(=O)c2c(c3ccccc31)OC(=O)CC2c1ccc(Cl)cc1 (stereo not drawn),1.11
COc1ccc(-c2cn3cccnc3n2)cc1Br,0.65
NS(=O)(=O)c1ccc(Sc2cccs2)s1,-0.45
COc1ccc(Cc2nc3c4cnn(-c5ccccc5)c4ncn3n2)cc1,-0.94
COc1ccc(C(C)C)cc1S(=O)(=O)n1ccnc1,-0.22
O=C(Cn1c(=O)sc2ccccc21)Nc1nnc(SCC(=O)c2ccccc2)s1,2.91
CNC(=O)NC(=O)CSc1nnc(-c2ccccc2)o1,-0.63
Cc1nc(-c2ccc(S(=O)(=O)N3CCN(Cc4ccccc4)CC3)s2)cs1,-0.22
O=S(=O)(NNc1ncnc2ccsc12)c1ccc(Cl)cc1,0.21
C/C(=N\OCc1c(F)cccc1Cl)c1ccc(F)c(F)c1,-0.41
N#CCCN(Cc1ccccc1)C(=S)Nc1ccc(F)cc1,-1.38
Cc1csc2c(=O)n(CCSc3ccc(Cl)cc3)c(=O)[nH]c12,3.08*
CC1=C(C(=O)OCCOc2ccccc2)C(c2cccnc2)C2=C(CC(C)(C)CC2=O)N1 (stereo not drawn),3.46*
CCCc1cc(=O)n2c(-c3ccc(Cl)cc3)csc2n1,-0.19
O=C(Nc1ccccc1)N(CC1CCCO1)C1CCS(=O)(=O)C1 (stereo not drawn),1.08
Cc1c(C)n(CC(O)CNc2ccccc2)c2ccccc12 (stereo not drawn),8.32
CCOC(=O)c1c(NC(C)=O)sc2c1CCCC2O (stereo not drawn),0.39
Cc1nnc(SCC(=O)c2ccc(F)cc2)s1,0.8
COc1ccc(-c2nc(N)c(C#N)c(-c3ccco3)c2C)cc1,-0.3
N#Cc1nc(COc2ccccc2F)oc1N1CCCCC1,-4.14
COC(OC)c1nc(SCc2ccc(Cl)cc2)ncc1C(=O)O,-1.32
CC1(C)CC(=O)C2=C(C1)Nc1nonc1NC2c1ccc(Cl)cc1 (stereo not drawn),-0.87
CC(C)N(Cc1ccc(N(C)C)cc1)S(=O)(=O)c1ccccc1[N+](=O)[O-],-1.49
CC(C)(C)c1ccc(Oc2ccc(N)cn2)cc1,1.02
O=C(NC1CCN(Cc2c(F)cccc2Cl)CC1)C1CCN(C(=O)OCc2ccccc2)CC1,-0.87
CCN(CC)c1ccc(-n2cc3c(c2-c2ccc(C)cc2)c(=O)n(C)c(=O)n3C)cc1,1.33
CCC(Sc1nc2ncnc(N)c2[nH]1)C(=O)O (stereo not drawn),0.95
COc1nccnc1NS(=O)(=O)c1ccc(NC(=O)c2cc(Cl)cc(Cl)c2)cc1,2.17
CCOC(=O)/C(C#N)=C/Nc1ccccc1N,-0.39
CCOC(=O)NC(Nc1ccc(C)cc1)(C(=O)OCC)C(F)(F)F (stereo not drawn),-0.51
CCCOc1ccc(C2c3c(oc4cc(C)c(C)cc4c3=O)C(=O)N2c2nccs2)cc1 (stereo not drawn),0.14
Cc1ccc(N2C(=O)c3oc4ccccc4c(=O)c3C2c2cccnc2)nc1 (stereo not drawn),3.52*
COc1cc(C)c(/C=C/C(C)=C/C=C/C(C)=C/C(=O)O)c(C)c1C,22.2
CSC1=NC(C)N2C(SC)=NC(C)N12 (stereo not drawn),-1.32
O=C(CSc1ccccn1)N1CCc2ccccc2C1,-1.24

# The closing five compounds of the section above are carried over, then new ones follow.
SMILES,Dicer inh
CCCOc1ccc(C2c3c(oc4cc(C)c(C)cc4c3=O)C(=O)N2c2nccs2)cc1 (stereo not drawn),0.14
Cc1ccc(N2C(=O)c3oc4ccccc4c(=O)c3C2c2cccnc2)nc1 (stereo not drawn),3.52*
COc1cc(C)c(/C=C/C(C)=C/C=C/C(C)=C/C(=O)O)c(C)c1C,22.2
CSC1=NC(C)N2C(SC)=NC(C)N12 (stereo not drawn),-1.32
O=C(CSc1ccccn1)N1CCc2ccccc2C1,-1.24
CC1=C(C(=O)OC2CCCC2)C(c2ccc3c(c2)OCO3)C2=C(CC(c3ccccc3)CC2=O)N1 (stereo not drawn),2.15
C#C[C@]1(O)CC[C@H]2[C@@H]3CCC4=Cc5oncc5CC4(C)[C@H]3CCC21C (stereo partly drawn),-0.03
O=C(N1CCN(CCO)CC1)N1c2ccccc2CCc2ccccc21,-0.81
O=C(Nc1cnc2ccccn2c1=O)c1ccc(F)cc1,0.36
NNC(=O)C1CCN(c2ncc(C(F)(F)F)cc2Cl)CC1,1.2
Cc1nc2c(cnn2-c2ccccc2)c(=O)n1/N=C/c1cccs1,2.05
CC1(C)C2CC[C@@]1(C)C(NS(=O)(=O)c1ccc(Cl)cc1)C2 (stereo partly drawn),-0.29
CC1=CC(C)(C)N(C(=O)Nc2ccc(Cl)cc2)c2ccccc21,2.78
CC(=O)Nc1cc(C(=O)c2cccs2)nn(-c2ccc(Cl)cc2)c1=O,-1.4
NC[C@@H]1O[C@H](O[C@H]2[C@@H](O)[C@H](O[C@@H]3[C@@H](O)[C@H](N)C[C@H](N)[C@H]3O[C@H]3O[C@H](CN)[C@@H](O)[C@H](O)[C@H]3N)O[C@@H]2CO)[C@H](N)[C@@H](O)[C@@H]1O,0.31
COc1ccc(O)c(C2=NN3C(C2)c2ccccc2OC3c2cc(OC)ccc2OC)c1 (stereo not drawn),1.7
COc1ccc(OC)c(C2CC(c3ccc(Br)cc3)=NN2C(=O)CCCC(=O)O)c1 (stereo not drawn),1.6
CC(O)(C#CCN1CCCCC1)c1ccccc1 (stereo not drawn),-1.17
CCOC(=O)C1(C(F)(F)F)N=C(c2cccc(C)c2)OC(N(C)C)=N1 (stereo not drawn),-0.46
Cc1c(N=NC2=C(O)CC(C)(C)CC2=O)c(=O)n(-c2ccccc2)n1C,-1.64
CCOc1cc(-c2ccccc2)nc(N)n1,0.83
CCOC(=O)c1c(C)oc2cc(Br)c(OCc3ccc(C(=O)OC)cc3)cc12,0.11
COCn1c(-c2cccc(Br)c2)nc2ccccc21,-0.54
COc1ccc(-c2cnc(NCc3cc(Cl)ccc3O)n2C)cc1,1.26
O=C1Nc2ccccc2C1=NCCCN=C1C(=O)Nc2ccccc21,-1.18
Cc1csc2c(=O)sc(NC(=O)c3cccs3)nc12,1.01
COc1ccc(O)c(C2=NN3C(C2)c2ccccc2OC3c2ccc(OC)c(O)c2)c1 (stereo not drawn),1
CC1CCN(C(=S)NC2CC3CCC2C3)CC1 (stereo not drawn),2.37
CSC/C(N)=N/S(=O)(=O)c1ccc(Cl)cc1,0.22
CCOC(=O)c1c(NC(C)=O)sc2c1CCC(C)C2 (stereo not drawn),2.73
O=C(Nc1ccc(F)cc1F)c1sc2ccccc2c1Cl,0.98
Cc1cccc(-n2c(=O)[nH][nH]c2=S)c1,-0.28
CCCCOc1ccc(Cc2c(O)nc(SC)[nH]c2=O)cc1,1.74
CC1=C(C(=O)OC(C)C)C(c2ccccc2Br)CC(=O)N1 (stereo not drawn),-0.48
O=C(CN1C(=O)c2cccc3cccc1c23)NCC1CCCO1 (stereo not drawn),0.2
COC(=O)CSc1cc(C)nc(N)n1,-0.59
COc1cccc(C2C(C#N)=C3N=C(N)c4ccccc4N3C3=C2C(=O)CC(C)(C)C3)c1OC (stereo not drawn),0.02
COc1nc(-c2ccccc2)ccc1-c1noc(-c2cccc(C)c2)n1,1.26
CC1(C)CC(=O)C2=C(C1)Nc1ccc3ccccc3c1C2c1ccccc1F (stereo not drawn),-0.88
Cc1nc2nc(C(F)(F)F)[nH]n2c(=O)c1Cc1cccc(Cl)c1,-0.57
CCOc1ccc(-c2nc3cc(OC)c(OC)cc3c(=O)o2)cc1,0.85
